TDP2 inh: TDP2 (human) inhibition, absorbance primary screen. O95551. recombinant TDP2, T5PNP hydrolysis, p-nitrophenol absorbance 415 nm. inhibition, % at 12.8 µM. actives 0.34% (n = 370,000);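 active = inhibition above the mean of all tested compounds plus 3 SD, set per campaign, cut at about 25% in these data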;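 note: 0% = DMSO with enzyme and 100% = buffer with substrate but no TDP2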
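Read-out basis: percent inhibition. System: recombinant human TDP2. Buffer or medium: Mg2+-containing Tris-HCl buffer, pH 7.5. Repeats: single replicate. Timing: reaction 2 h, 37 °C. Benchmarks: high control without enzyme, low control DMSO plus TDP2. Probe or stimulus: 5 mM T5PNP. Doses: 12.8 µM only. Measured by: epi absorbance of p-nitrophenol freed from T5PNP by hydrolysis.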
LEDGF integ inh: blocks HIV-1 LEDGF/p75-dependent DNA integration. TR-FRET IN-LEDGF/p75 DNA integration, Eu/Cy5. inhibition, % at 3.7 µM. actives 0.64% (n = 370,000). AID 743269;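 active = inhibition above the screen-wide mean plus 3 SD, cut at about 13% in these data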;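 note: signal is the Cy5 over europium emission ratio at 671 and 618 nm; 0% = plate median of compound wells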
PRMT1 FP inh: PRMT1 (human) inhibition, primary screen; inhibition, % at 2.79 µM; actives 1.3% (n = 370,000); recombinant PRMT1, activity-based probe fluorescence polarization;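 active = inhibition above about 21% made by adding two undisclosed values, limit read from the data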
ABHD4 inh: inhibits mouse alpha/beta hydrolase domain 4; purified mABHD4, FP-Rh probe fluorescence polarization; inhibition, % at 8.92 µM; actives 0.54% (n = 370,000);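 active = inhibition exceeding the mean over every tested compound plus 3 SD, cut at about 30% in these data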;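 note: 0% = plate median of compound wells and 100% = S159A mutant with DMSO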
Target sequence (Q8VD66 whole entry, looked up, the tested form may be a part): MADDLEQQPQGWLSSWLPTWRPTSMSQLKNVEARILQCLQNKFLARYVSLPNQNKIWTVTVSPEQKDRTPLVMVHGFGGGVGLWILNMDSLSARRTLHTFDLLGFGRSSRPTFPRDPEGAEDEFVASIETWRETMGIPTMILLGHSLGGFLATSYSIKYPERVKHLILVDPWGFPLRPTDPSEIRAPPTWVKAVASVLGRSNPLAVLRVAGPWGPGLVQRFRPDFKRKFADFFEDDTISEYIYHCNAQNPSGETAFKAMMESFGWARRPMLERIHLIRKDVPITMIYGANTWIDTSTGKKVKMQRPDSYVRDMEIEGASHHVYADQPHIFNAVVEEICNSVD
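Test system: mouse ABHD4 enzyme, wild type. Reagent: FP-Rh fluorescent activity-based probe, added after compound pre-incubation. Timing: pre-incubation 45 min, probe exposure 60 min, at 25 °C. Technique: FP readout, ex 525 nm / em 598 nm. Benchmarks: high control S159A mutant with DMSO, low control median of compound wells.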
rCAG binder: molecules binding r(CAG) RNA repeats. r(CAG) RNA repeat, TO-PRO-1 dye displacement fluorescence. inhibition, % at 3 µM. actives 1.3% (n = 370,000). AID 651821;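 active = inhibition above the plate cutoff, the mean of all test compounds on that plate plus 3 SD, cut at about 35% in these data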;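 note: 0% = DMSO alone and 100% = 100 µM mitoxantrone as full dye displacement; higher means more dye released from RNA so lower well fluorescence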
SIAE primary: blocks human sialic acid acetylesterase; Q9HAT2; SIAE FP-Rh probe binding, fluorescence polarization; inhibition, % at 9.66 µM; actives 0.69% (n = 370,000);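 active = inhibition above a cutoff: mean of compounds within the control limits plus 3 SD of those, cut at about 17% in these data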;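 note: 0% = plate median of compound wells and 100% = probe without SIAE protein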
Target sequence (Q9HAT2 whole entry, looked up): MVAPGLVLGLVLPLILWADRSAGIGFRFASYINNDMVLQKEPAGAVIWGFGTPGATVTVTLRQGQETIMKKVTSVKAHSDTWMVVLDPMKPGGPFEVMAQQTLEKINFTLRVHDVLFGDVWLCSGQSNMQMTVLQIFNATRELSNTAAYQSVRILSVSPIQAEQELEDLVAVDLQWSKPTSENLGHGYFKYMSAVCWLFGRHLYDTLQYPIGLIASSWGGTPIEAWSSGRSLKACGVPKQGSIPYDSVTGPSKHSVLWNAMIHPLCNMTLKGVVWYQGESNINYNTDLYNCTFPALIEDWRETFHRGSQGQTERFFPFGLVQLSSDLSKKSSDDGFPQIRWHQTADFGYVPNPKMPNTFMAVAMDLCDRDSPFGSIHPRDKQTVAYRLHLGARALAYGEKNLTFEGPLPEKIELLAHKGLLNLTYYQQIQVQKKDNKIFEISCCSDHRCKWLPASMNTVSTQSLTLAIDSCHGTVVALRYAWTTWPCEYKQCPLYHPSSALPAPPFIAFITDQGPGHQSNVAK
GC-B act: GC-B (human) receptor activation; P20594; HEK293-GC-B cells, CNP EC30, cGMP TR-FRET; 0% at EC30 CNP, 100% saturating CNP; activation, % at 10 µM; actives 0.11% (n = 370,000); AID 1920062;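 active = activation at 10 µM reaching about 35% in either raw or pattern-adjusted values, limit read from the data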
HTRA1 inhibitor: HTRA1 (human) protease inhibition. inhibition, % at 5.96 µM. recombinant HTRA1, FP-rhodamine activity-based probe, fluorescence polarization. Q92743. actives 0.5% (n = 340,000); in the data active = inhibition above about 36%;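 note: 0% = enzyme with DMSO and 100% = wells lacking enzyme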
MBD2 inh: inhibitors of human MBD2 binding to methylated oligonucleotide; Q9UBB5; TR-FRET; inhibition, % at 4.4 µM; actives 0.31% (n = 370,000); in the data active = inhibition above about 13%
TCR CD3 inh: inhibitors of human TCR-CD3 interaction. actives 0.37% (n = 360,000). AID 651800. inhibition, % at 9.4 µM. TAMRA-labeled TCR probe fluorescence, biochemical; in the data active = inhibition above about 19%;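 note: recombinant mutant TCR 2C K166C tagged with TAMRA read by polarization; 0% = receptor in buffer alone and 100% = receptor with positive control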
* marks the source's active call; other numbers are inactive results; · = no result given. Not all compounds are listed, so the mix of outcomes need not match the whole.

no.	smiles	LEDGF integ inh	rCAG binder	HTRA1 inhibitor	ABHD4 inh	TDP2 inh	PRMT1 FP inh	GC-B act	SIAE primary	MBD2 inh	TCR CD3 inh
1	O=C(C1COc2ccccc2O1)N1CCc2ccccc21 (stereo not given)	-1	-2	-9	3	2	1	-4	-4	10	-10
2	Cc1nnsc1-c1nnc(SCC(=O)c2ccccc2)n1C1CC1	0	-4	-1	0	1	4	3	-2	2	8
3	COC(=O)C1=C(C)N(Cc2cccc(C(F)(F)F)c2)C(=NCc2ccc3c(c2)OCO3)NC1c1cccc(C(F)(F)F)c1 (stereo not given)	-1	3	·	25	-2	0	-13	2	-3	-5
4	CC(C)CCNC(=O)C1CCN(c2nc3ccccc3o2)CC1	-1	-7	2	2	-8	-2	5	-6	3	-8
5	CC(=O)Nc1ccc(S(=O)(=O)N2CCC(C(=O)N[C@@H](C)C(=O)NC3CCCC3)CC2)cc1	-1	1	6	1	-8	-3	3	2	-1	1
6	CN(C)c1ccc(CC(=O)N2CCCCC2c2cc(C(=O)Nc3ccccc3Cl)no2)cc1 (stereo not given)	1	6	·	6	0	0	-2	-1	1	2
7	CSCC[C@@H](CO)NC(=O)[C@H]1O[C@@H](n2ccc(=O)[nH]c2=O)[C@H](O)[C@@H]1O	1	0	·	6	-1	3	0	3	7	0
8	CCc1ccccc1N(CC(=O)OC)S(C)(=O)=O	0	3	0	-9	-1	4	9	-8	8	6
9	CC1(C)CC(=O)c2ccc(O)cc2O1	-2	2	-1	4	8	1	0	3	1	1
10	CCOC(=O)CN1CC23C=CC(O2)C(C(=O)Nc2ccc(F)cc2)C3C1=O (stereo not given)	-2	-4	3	7	8	2	4	-9	-1	3
11	COc1ccc(CNc2nc3ccccc3s2)cc1OC	-3	-3	-4	4	8	0	3	2	0	5
12	O=C(CC(=O)Nc1ccc(F)cc1)Nc1ccc(F)cc1	-2	0	0	0	7	-2	4	1	-3	8
13	CNc1nc(-c2ccc([N+](=O)[O-])cc2)cs1	-5	3	-5	6	1	0	-3	4	-1	6
14	Cc1ccc(NC(=O)CN2C(=O)C3CCCCN3C(=O)c3ccccc32)cc1 (stereo not given)	2	4	-10	-9	-1	4	2	0	4	-5
15	CCc1ccccc1NC(=S)N(CCCN(C)C)Cc1cc2cc3c(cc2[nH]c1=O)OCO3	-2	0	3	8	8	0	0	6	2	-2
16	Cc1ccc2nc(/C(C#N)=C/c3ccc(-c4ccccc4C(=O)O)o3)[nH]c2c1	0	28	-17	-3	7	-13	-1	-15	-18	1
17	O=C(N/N=C/c1cccnc1)c1ccccc1OCc1cccc(Br)c1	0	-3	-24	-7	-4	1	2	-5	-4	3
18	COc1ccccc1N(CC(=O)Nc1c(C)cccc1C)S(C)(=O)=O	0	-1	-6	-4	4	0	-4	2	2	-3
19	Cc1cccc(C(=O)NCC(=O)OCC(=O)N(C)CC(=O)Nc2ccc(F)cc2)c1	4	-1	1	3	2	1	-2	5	2	8
20	Cc1cc(C)n2nc(C(=O)NCc3cccc(C(F)(F)F)c3)nc2n1	3	-2	6	-4	10	-3	-3	3	-2	7
21	COc1cc(S(=O)(=O)NC2CCCCC2C)ccc1F (stereo not given)	1	-3	-3	3	3	3	0	-10	2	1
22	C=CCn1c(SCC(=O)c2ccc(-c3ccccc3)cc2)nnc1-c1ccc(OC)cc1	2	10	·	-13	-4	1	-10	-4	0	·
23	Cc1csc2ncc(C(=O)Nc3cccc(C(F)(F)F)c3)c(=O)n12	3	5	7	-1	-10	-5	-6	-7	0	-3
24	COc1ccc(S(=O)(=O)N2CCCC2C(=O)Nc2ccc(C(C)=O)cc2)cc1 (stereo not given)	-2	0	-6	5	-9	-1	3	0	-2	2
25	Cc1ccccc1NC(=O)NCCc1nc2ccccc2[nH]1	-2	1	-2	9	-9	0	-4	-2	-1	8
26	CC1CN(C(=O)c2ccc(N3CCCCC3)c([N+](=O)[O-])c2)CC(C)O1 (stereo not given)	1	-3	4	-5	3	3	-4	-4	-2	1
27	CCCCn1c(SCC(=O)NCc2ccco2)nnc1-c1ccco1	2	3	-5	1	-3	6	1	-4	1	1
28	COC(=O)COn1c(SC(C)C)nc2ccccc2c1=O	-4	-3	4	2	-4	-2	1	-5	0	7
29	Cc1ccc(-c2nnn(CC(=O)N(CCN3CCOCC3)C(C(=O)NC(C)(C)C)c3ccc(C)o3)n2)cc1 (stereo not given)	4	-9	-3	0	-5	-4	-6	-3	-1	6
30	CCOc1ncccc1C(=O)OCc1nnc(-c2ccccc2)o1	-2	-6	0	2	1	1	4	-3	-1	-1
31	CC(=O)NC1=NN(C(C)=O)C(C)(CS(=O)(=O)c2ccc(C)c(C)c2)S1 (stereo not given)	-4	1	6	-4	1	1	0	-5	0	6
32	CN(C)c1cccc(C(=O)NC2CCCCCC2)c1	0	1	0	1	-4	3	-1	3	0	-4
33	S=C(Nc1ccccc1)N1CCN(C(=S)Nc2ccccc2)CC1	-2	-1	·	4	-8	-2	2	-1	4	-7
34	COc1ccccc1C/C(N)=N/OC(=O)/C=C/c1ccccc1	3	0	-6	-15	-27	-2	-8	-7	-3	-6
35	CCCn1c(N)c(N(CCOC)C(=O)c2ccc([N+](=O)[O-])cc2Cl)c(=O)[nH]c1=O	0	2	7	0	6	1	3	-6	-3	2
36	Cc1cccc(Cn2cnc3c(N)c(C)c(C)cc32)c1	-1	-3	-6	9	4	5	1	1	8	-6
37	O=C(CCCc1ccccc1)Nc1cccc2c1CCCC2	0	-9	-4	-1	2	-5	2	9	1	-7
38	COC(=O)C1=C(C)NC(C)=C(C(=O)OC)C1c1ccc(NC(C)=O)cc1	-1	-3	-5	4	8	-1	4	0	4	6
39	CCOc1ccccc1C(=O)N(C)CC(=O)Nc1ccc(OC)cc1	-2	-3	9	2	-11	1	-3	-7	-1	3
40	CCOC(=O)Nc1ccc2c(c1)N(C(=O)CCN(C)C)c1ccccc1CC2	-1	-3	3	6	6	-2	0	2	1	13
41	COC(=O)C1=CN(c2cccc(C)c2)C=C(C(=O)OC)C1c1cc(OC)c(O)c([N+](=O)[O-])c1	0	5	52*	8	8	-2	-6	5	0	9
42	O=S(=O)(Nc1cc(S(=O)(=O)N2CCOCC2)ccc1NCC1CCCO1)c1ccccc1 (stereo not given)	-2	11	-8	4	12	-2	3	4	-7	9
43	CC(C)(C)c1ccc(C(=O)N2CCN(C(=O)c3ccco3)CC2)cc1	-5	-12	-2	0	0	2	3	7	5	-5
44	CN(C)CCOC(=O)C12CC3CC(CC(C3)C1)C2	2	-2	1	-9	-1	0	1	0	3	-5
45	COc1ccc(N2C(=O)CC(N3CCN(S(=O)(=O)c4c(C)cc(C)cc4C)CC3)C2=O)cc1 (stereo not given)	-4	7	-8	7	-2	2	1	8	4	3
46	COc1ccc(N2CCN(C(=O)CN3C(=O)NC(C)(c4ccc5ccccc5c4)C3=O)CC2)cc1 (stereo not given)	-3	3	6	8	6	3	-4	3	2	-4
47	CC(=O)Nc1ccc(C(=O)OCc2ccc(Br)cc2)cc1	-2	0	-25	-23	10	2	-5	-1	1	4
48	C=CCn1nc(-c2ccccc2)cc1C(=O)OCC	-2	-2	3	4	0	0	-5	-1	-4	10

2 of the compounds above, with one line to a screen.
[37] O=C(CCCc1ccccc1)Nc1cccc2c1CCCC2
[38] COC(=O)C1=C(C)NC(C)=C(C(=O)OC)C1c1ccc(NC(C)=O)cc1
entry no.,37,38
LEDGF integ inh,0,-1
rCAG binder,-9,-3
HTRA1 inhibitor,-4,-5
ABHD4 inh,-1,4
TDP2 inh,2,8
PRMT1 FP inh,-5,-1
GC-B act,2,4
SIAE primary,9,0
MBD2 inh,1,4
TCR CD3 inh,-7,6

The list continues:
no.	smiles	LEDGF integ inh	rCAG binder	HTRA1 inhibitor	ABHD4 inh	TDP2 inh	PRMT1 FP inh	GC-B act	SIAE primary	MBD2 inh	TCR CD3 inh
49	COc1ccc(C(C#N)=C2C=C(Cl)C(=NO)C=C2Cl)cc1	1	13	-11	5	-1	1	-5	6	-3	0
50	Cc1cc(C)cc(NC(=O)NC(C)C2CCCO2)c1 (stereo not given)	2	-2	9	1	1	3	-1	-4	2	1
51	O=C(Cn1cnc2c(nnn2Cc2ccccc2)c1=O)NCc1ccccc1Cl	-3	-3	4	0	9	-5	-1	0	5	8
52	CSc1nnc2c3c4c(sc3c(=O)n(-c3ccccc3)n12)CC(C)(C)OC4	-3	-5	-6	-4	6	3	-4	1	3	-3
53	O=C(O)c1ccc(NCc2cccc(Br)c2)cc1	5	4	2	-5	7	0	3	5	-3	1
54	COc1ccc(OC)c(NC(=O)C2CCCN(S(=O)(=O)c3cccc4nsnc34)C2)c1 (stereo not given)	1	-1	-3	-1	14	2	-5	4	-1	2
55	O=C(Nc1nnc(-c2cccs2)o1)c1cccc(Oc2ccccc2)c1	12	38*	10	-29	4	-4	8	-7	2	0
56	COc1ccc(C(CNC(=O)CCNC(=O)c2ccc(Br)cc2)N2CCOCC2)cc1 (stereo not given)	1	-5	-6	1	-16	-6	-5	0	4	2
57	COc1ccc(-n2c(N)c(-c3nc4ccccc4n3C)sc2=S)cc1	-1	5	1	2	0	0	-2	1	-2	4
58	COc1ccc(OC)c(NC(=O)c2cc(-c3cc(C)ccc3O)n[nH]2)c1	1	17	-9	3	0	-1	-1	-4	-5	-5
59	CC1CN(C)C(C)C/C1=N/Oc1ccccc1[N+](=O)[O-] (stereo not given)	26*	-3	5	10	16	9	-1	4	-7	-10
60	COc1ccc(N2CCN(C(CNC(=O)C(=O)NCC3CCCO3)c3ccco3)CC2)cc1 (stereo not given)	0	-7	0	-6	-3	4	4	2	3	1
61	CNC(=O)C(=O)Nc1cc2c3c(c1)C(C)C(=O)N3CCC2 (stereo not given)	1	2	1	-5	-23	0	-1	-12	-4	6
62	COC(=O)c1ccc(NC(=S)N2CCC(C(N)=O)CC2)cc1	0	5	-2	0	2	14	-5	-3	0	-4
63	Cc1ccccc1SCC(=O)OCC(=O)Nc1sccc1C(N)=O	2	6	-5	0	-6	-3	0	-1	-7	-1
64	Cc1ccc(C)c(N2N=C(C(=O)OCc3nnc(-c4cccs4)o3)CCC2=O)c1	-9	1	1	2	-22	-2	-4	0	0	-2
65	O=C(CN1c2ccccc2Sc2ccccc21)NNC(=O)Nc1ccc(Cl)cc1	-5	21	10	10	-4	4	0	5	2	-14
66	O=C(CN1C(=O)NC2(CCOc3ccccc32)C1=O)NCCc1ccc(F)cc1 (stereo not given)	7	-2	0	-3	-11	1	5	-8	7	5
67	COc1ccc(CNC(=O)C(C)OC(=O)c2cccs2)cc1 (stereo not given)	0	-1	-2	5	-5	-3	2	1	-1	1
68	COCCCNC(=O)c1cn(C)c(=O)c2cc(OC)c(OC)cc12	-2	-3	1	6	-1	-3	-3	0	-1	0
69	Cc1ccc(Sc2nc(C)cc(C)c2S(C)(=O)=O)cc1	1	1	-4	-11	-14	-1	-4	-15	-4	8
70	COc1cc2c(cc1OC)C(c1ccc([N+](=O)[O-])cc1)N(C(C)=O)CC2 (stereo not given)	5	-3	-6	-1	-9	-4	-6	-2	-5	3
71	C#CCSc1nnc(-c2ccc([N+](=O)[O-])cc2)o1	3	2	9	-2	3	-4	-5	3	-5	3

Source: PubChem (several laboratories)
